# PfM18AAP inh: PfM18AAP inhibitors, malaria aminopeptidase, primary screen, biochemical, QFRET, recombinant enzyme; M18 aspartyl aminopeptidase (Plasmodium falciparum 3D7); H-Glu-NHMec fluorogenic cleavage; inhibition, % at 7.35 µM; 290,000 compounds, 1.2% hits;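 active = inhibition above the campaign mean inhibition over all tested compounds plus 3 SD, cut at about 28% in these data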;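 also: 0% = plate median of test compound wells and 100% = 2 mM ZnCl2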
# NS3 helicase inh: inhibitors of HCV NS3 helicase, primary screen, biochemical, Cy5 molecular beacon fluorescence; 290,000 compounds, 0.56% hits; Hepatitis C virus NS3 helicase; inhibition, % at 10.9 µM; NS3 helicase DNA unwinding; AID 1800, 2009;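 active = inhibition above the mean of all tested compounds plus 3 SD, set per campaign, cut at about 35% in these data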;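 also: 0% = DMSO wells and 100% = thioflavine S control wells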
#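 assay system = NS3 helicase fragment of HCV | buffer or medium = MOPS pH 6.5, MgCl2, DTT, Tween20, BSA | timing = 60 min unwinding reaction at 25 °C after ATP addition | signal = Cy5 beacon fluorescence read at start and 1 h | read-out basis = % inhibition of unwinding | control set = low DMSO, high thioflavine S at 110 µM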
# p-CIP stab down: p/CIP-EGFP fusion destabilizers, primary screen, fluorescence, F442A cells. Q05BA5. 16 h. decrease of EGFP signal, % at 10 µM. 290,000 compounds, 0.01% hits. AID 1984, 2009;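 active = EGFP signal decrease of at least 30% at 10 µM or well 3 SD below plate mean, unless failing retest; inactive = the rest, including hits failing retest or dose response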; also: some compounds called inactive have numbers as strong as hits; many of its hits are not listed in these tables
# IMP-1 inhibitor: IMP-1 metallo-beta-lactamase inhibitors, primary screen, biochemical, epi-absorbance readout, Pseudomonas aeruginosa enzyme; metallo-beta-lactamase IMP-1 (Pseudomonas aeruginosa); purified IMP-1, nitrocefin hydrolysis, epi-absorbance fluorescence; inhibition, % at 5.6 µM; 290,000 compounds, 0.45% hits; AID 1556, 2009;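 active = inhibition above the mean plus 3 SD of all compounds in the same screening run, cut at about 4.5% in these data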;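 also: 0% = IMP-1 with DMSO and 100% = DMSO wells lacking enzyme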
#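 System: Purified IMP-1 | Read-out basis: Percent enzyme inhibition | Controls: IMP-1 with DMSO as 0%, enzyme-free DMSO as 100% | Replicates: One well per compound | Doses: 5.6 µM nominal single concentration | Detection: Epi-absorbance fluorescence, 480 nm excitation, 530 nm emission | Incubation: 25 °C, 15 min preincubation, 25 min reaction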
# IDE act: human IDE activators in live cells, primary screen, fluorescence polarization, HEK cells, FAbeta-B substrate; 340,000 compounds, 0.073% hits; activation, % at 5.96 µM; Insulin-degrading enzyme (Homo sapiens), P14735; FAbeta-B cleavage; 0% vehicle, 100% cell-free pure enzyme wells; AID 493087, 2011;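 active = activation above the mean of all tested compounds plus 3 SD, set per screening campaign, cut at about 17% in these data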
# UBC9 SUMO inh: inhibitors of in vitro SUMOylation cascade, primary screen, biochemical, HTRF, uHTS; AID 2006, 2009; HTRF SUMOylation assay, SAE1/SAE2 + UBC9; inhibition, % at 35 µM; SUMO-conjugating enzyme UBC9 (Homo sapiens), P63279; 290,000 compounds, 0.36% hits; in the data active = inhibition above about 50%, passing the limit was not always enough; also: strong numbers were not always called active
# Target sequence (P63279 whole entry, looked up): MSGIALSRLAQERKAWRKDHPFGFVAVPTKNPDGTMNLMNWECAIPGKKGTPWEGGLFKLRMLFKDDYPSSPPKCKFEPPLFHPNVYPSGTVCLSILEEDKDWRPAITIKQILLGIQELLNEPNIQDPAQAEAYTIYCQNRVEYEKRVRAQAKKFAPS
# IDE cell inh: human IDE inhibitors in live cells, primary screen, fluorescence polarization, HEK cells, FAbetaB substrate; Insulin-degrading enzyme (Homo sapiens), P14735; FAbetaB cleavage; inhibition, % at 5.59 µM; 320,000 compounds, 0.41% hits;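 active = percent inhibition above the average of all tested compounds plus 3 SD, set per screening campaign, cut at about 16% in these data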;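 also: IDE supplied by intact live HEK cells; FP after avidin binding of uncleaved biotin substrate so inhibition keeps polarization high; 0% = DMSO wells and 100% = 60 µM reference IDE inhibitor Ii1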
# VIM-2 inh: VIM-2 metallo-beta-lactamase inhibitors, primary screen, biochemical, epi-absorbance readout, Pseudomonas aeruginosa enzyme | inhibition, % at 5.6 µM | purified VIM-2, nitrocefin hydrolysis, epi-absorbance fluorescence | AID 1527, 2009 | 290,000 compounds, 0.89% hits;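 active = inhibition above the mean of all tested compounds plus 3 SD, cutoff set per screening run, cut at about 7.5% in these data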;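 also: red hydrolysis product quenches plate fluorescence so inhibitors raise well fluorescence; 0% = enzyme with DMSO and 100% = DMSO without enzyme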
# FID counter: compounds displacing fluorescent DNA intercalator, primary screen, artefact control for HCV NS3 helicase inhibitor project, biochemical, FID fluorescence; DNA fluorescent intercalator displacement; inhibition, % at 7.9 µM; 290,000 compounds, 0.17% hits; in the data active = inhibition above about 37%;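 also: 0% = vehicle and 100% = reference compound; higher means more ethidium bromide displaced from hairpin DNA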
# The depositor's hits bear a star; . = no result given.
SMILES,PfM18AAP inh,NS3 helicase inh,p-CIP stab down,IMP-1 inhibitor,IDE act,UBC9 SUMO inh,IDE cell inh,VIM-2 inh,FID counter
COc1ccc(S(=O)(=O)N2CCC(C(=O)Oc3cccc(C)c3)CC2)cc1OC,-11,-13,-10,-1.5,4,2,-2,-0.6,-39
CCCNC(=O)C1CC(c2ccc(C(F)(F)F)cc2)=NO1 (stereo unspecified),.,.,-14,.,1,5,0,.,.
Cc1cc(NC(=O)CSc2ncnc3ccccc23)no1,-12,-1,1,-0.5,4,21,3,-1.9,0
CN1CCN(c2ccc(C(CC(N)=O)NC(=O)Cc3cccc4ccccc34)cc2[N+](=O)[O-])CC1 (stereo unspecified),-1,-3,3,-3.3,1,-5,3,-0.4,14
Cc1ccc(N(C(=O)Cc2cccs2)C(C(=O)NCC2CCCO2)c2ccncc2)cc1 (stereo unspecified),-8,18,2,-2.2,5,2,0,-1.4,-28
O=C(NC1CCCCC1)c1cccc(S(=O)(=O)N2CCCCC2)c1,3,-9,-21,-3.5,-3,-2,0,-1.1,-25
CCOC(=O)N1CCN(C2CC(=O)N(c3ccccc3)C2=O)CC1 (stereo unspecified),-3,0,8,-2.3,2,4,4,-4.3,-2
O=C(NN1CCOCC1)c1cc(-c2ccncc2)nc2ccccc12,4,-1,-13,-1.9,0,26,-2,-1.9,-2
O=C(CN1CC(=O)Nc2ccccc21)Nc1ccc(F)c(F)c1,3,3,8,-3.0,1,8,-3,-1.9,3
CC(=O)c1cc(-c2ccccc2)n(CC(=O)N2CCCCC2)c1C,-4,4,-14,1.2,5,1,2,-0.4,-19
Cc1cccc(C(=O)Nc2ccc(C(=O)N/N=C/c3ccc4c(c3)OCO4)cc2)c1,2,-9,2,-4.0,-6,18,-3,-2.0,-21
CC(=O)N1CCCc2cc(S(=O)(=O)N(CC(C)C)CC(C)C)ccc21,-3,1,4,-3.4,1,-2,2,-4.6,-30
O=c1c(Br)c(Br)cnn1-c1ccccc1,19,-11,52,-1.8,8,7,.,-2.7,-3
O=C(c1ccc(OC2CCN(Cc3ccccn3)CC2)cc1)N1CCCCO1,-2,-2,-6,-1.4,8,5,3,0.3,-1
Cc1ccc(NC(=O)c2ccc3c(c2)C(=O)N(CC2CCCO2)C3=O)cc1C (stereo unspecified),6,-8,-19,4.1,2,-9,2,1.0,-9
N#Cc1c(NC(=O)CCCC(=O)O)sc2c1CCCCC2,1,11,-14,2.2,3,7,-7,1.4,4
COc1ccc(C2=C(Nc3ccccc3)c3ccccc3C2=O)cc1,0,0,-6,-4.5,2,16,-7,-2.7,3
CCOc1ccccc1N(CC(=O)NCCOC)C(=O)CCC(=O)Nc1ccccn1,-12,-7,-2,-2.9,8,5,3,1.9,-22
Cc1nc(Cl)c(C#N)c2c1CCCC2,-21,4,-3,-1.6,1,20,-1,1.4,-4
Cc1cc(NC(=O)C(=O)NCCN2CCN(C(=O)c3cccs3)CC2)ccc1Br,-6,7,-6,-0.9,-5,1,0,-1.6,-8

# Limited to p-CIP stab down, VIM-2 inh and FID counter (2 entries from above):
SMILES	p-CIP stab down	VIM-2 inh	FID counter
N#Cc1c(NC(=O)CCCC(=O)O)sc2c1CCCCC2	-14	1.4	4
Cc1ccc(NC(=O)c2ccc3c(c2)C(=O)N(CC2CCCO2)C3=O)cc1C (stereo unspecified)	-19	1.0	-9

# (further entries)
SMILES,PfM18AAP inh,NS3 helicase inh,p-CIP stab down,IMP-1 inhibitor,IDE act,UBC9 SUMO inh,IDE cell inh,VIM-2 inh,FID counter
COc1ccc(C2(C)NC(=O)N(CC(=O)Nc3ccc(C)cc3Br)C2=O)cc1OC (stereo unspecified),4,-8,-11,-1.0,3,-9,0,-0.2,-23
CCCc1nc2nc(C)c(NS(=O)(=O)c3ccc([N+](=O)[O-])cc3)c(=O)n2[nH]1,9,32,-2,0.5,1,-4,2,0.3,-14
CN(C)S(=O)(=O)c1cccc(C(=O)Nc2cc3c(cc2C(=O)O)OCCCO3)c1,2,6,-2,-1.5,-2,15,2,-3.4,-12
O=C(CCN1CCN(c2ccccc2)CC1)Nc1ccccc1,0,2,-3,-2.0,-3,4,2,-2.1,-1
Cn1c(=O)[nH]c(=O)c2c1nc(CN1CCN(c3ccccc3F)CC1)n2CC(N)=O,3,0,-5,-2.1,0,5,-1,0.1,-2
CCNC(=S)SCCOc1ccccc1C,2,5,1,-3.5,10,-4,-4,-4.2,-1
O=C(O)[C@H]1CCCN1C(=O)c1ccccc1N1C(=O)[C@@H]2Cc3c([nH]c4ccccc34)C(c3cccc(Cl)c3)N2C1=O (stereo partly specified),-1,-8,0,0.2,2,10,10,4.3,-26
CC(C)OC(=O)c1ccc(N2CCN(c3ccc(F)cc3)CC2)nc1,9,-12,1,-4.0,0,-12,-2,-2.1,-26
COCCCNCCOCCOc1ccccc1-c1ccccc1,-5,-10,-30,-1.1,-2,21,2,-1.0,10
CCOC(=O)N1CCN(C(=S)Nc2ccc(C)cc2)CC1,-2,4,-11,-3.1,3,0,0,-1.9,1
CN(C)c1nc(N)nc(-c2nc3ccccc3s2)n1,6,6,-6,-5.2,0,-2,-4,0.2,4
CC(=O)Nc1cccc(NC(=O)CSc2nnnn2C(C)C)c1,-10,7,-4,-3.2,1,26,2,0.4,-2
CSCC[C@H](NC(=O)N1CCn2c1nc1ccccc12)C(=O)N1CCCCC1,0,12,-9,-2.7,3,0,-3,-3.3,-44
Cn1cc(S(=O)(=O)N2CCCC2)cc1C(=O)NCc1ccc(F)cc1,1,8,1,-3.7,12,-12,-1,-3.2,-19
Cc1cc(CNC(=O)CC2C(=O)NCCN2CC(c2ccccc2)c2ccccc2)on1 (stereo unspecified),-10,4,0,-5.8,4,-10,0,-4.2,-24
CCc1ccc(N2CC(C(=O)Nc3nnc(CC)s3)CC2=O)cc1 (stereo unspecified),-6,-13,-3,-2.6,-3,-10,5,-1.9,-28
CCN1C(=O)/C(=C2\C=Cc3cc(C)ccc3N2CC)OC1=S,0,-5,37,-3.1,2,3,-1,-0.9,3
O=[N+]([O-])c1ccccc1OCC(O)CN1CCN(CC(O)COc2ccccc2[N+](=O)[O-])CC1 (stereo unspecified),3,-5,8,-0.7,1,-6,7,-0.2,18
O=C(NCc1csc(-c2cccs2)n1)Nc1ccc(F)cc1F,-5,-9,-4,-1.1,2,18,8,-1.4,-11
Cc1cc(Nc2c(C)cccc2C)n2nc(C)nc2n1,4,0,-18,-3.1,-3,12,3,-0.4,-4
CCOc1cccc(C(=O)NC(=S)Nc2cccc(C)c2)c1,-8,-1,-8,-2.7,2,4,-5,-1.8,-3
C=CCOc1c(Br)cc(/C=C(\C#N)C(N)=O)cc1OC,-6,7,2,-1.8,6,20,2,0.0,1
Cc1c(C(=O)N(Cc2cccc(Br)c2)C2CCS(=O)(=O)C2)oc2ccccc12 (stereo unspecified),-5,-9,-15,-1.2,2,1,5,-0.2,-56
CC1=NN(C(=O)c2nn(C)cc2Br)C(O)(C(F)(F)F)C1 (stereo unspecified),7,2,-10,-1.5,4,-27,-1,-3.8,-3
CN(/N=C/c1ccc2c(c1)OCO2)c1ccccc1,4,11,-6,-1.7,1,-1,-2,-2.3,5
CO/N=C/c1c(C(=O)OC)nn(-c2ccccc2)c1Cl,-5,-7,-16,-0.9,3,-12,-2,0.5,-11
O=C1c2ccccc2C(Nc2ccc(S(=O)(=O)N3CCCCCC3)cc2)N1c1ccccn1 (stereo unspecified),5,4,3,-3.4,-2,-8,6,0.4,-2
CCOC(=O)C1CCCCN1C(=O)CCn1nnnc1CN1CCOCC1 (stereo unspecified),1,3,2,-0.5,6,3,3,-0.9,-6
COc1cc(/C=N/Nc2ccc(Cl)c(C(=O)O)c2)ccc1OC(=O)c1cccs1,0,35,6,-1.6,1,37,5,-0.6,-29
COc1ccc(-c2nc(N)ncc2-c2csc(C)n2)c(O)c1,7,0,-10,0.7,2,1,-6,0.1,-12

# Overlap with the part before: 2 compounds, then new ones.
SMILES,PfM18AAP inh,NS3 helicase inh,p-CIP stab down,IMP-1 inhibitor,IDE act,UBC9 SUMO inh,IDE cell inh,VIM-2 inh,FID counter
COc1cc(/C=N/Nc2ccc(Cl)c(C(=O)O)c2)ccc1OC(=O)c1cccs1,0,35,6,-1.6,1,37,5,-0.6,-29
COc1ccc(-c2nc(N)ncc2-c2csc(C)n2)c(O)c1,7,0,-10,0.7,2,1,-6,0.1,-12
COc1cc(C(=O)NNC2=NC(C)(C)Cc3cc(C)c(C)cc32)cc(OC)c1OC,-2,-3,-13,-6.4,4,8,2,-2.9,-12
O=S1(=O)CC(O)C(NCc2ccco2)C1 (stereo unspecified),-3,2,-7,-1.7,4,11,0,-1.5,2
CC(CNS(=O)(=O)c1ccccc1)Sc1nncn1C (stereo unspecified),0,-3,0,-1.9,3,6,0,-3.0,-6
Nc1nc(Nc2ccccc2F)nc(NCc2ccccc2)c1[N+](=O)[O-],1,-49,-4,-3.2,4,-19,4,-2.4,-2
CCOC(=O)N1CCN(C2=C(NS(=O)(=O)c3ccc(C)cc3)C(=O)c3ccccc3C2=O)CC1,31*,1,-2,-0.6,5,64,-6,4.3,-3
CCOc1ccccc1NC(=O)c1ccc2c(c1)C(=O)N(CC(C)C)C2=O,-2,8,-5,-3.4,5,3,4,-2.3,-13
O=C(CSCc1ccc(Cl)cc1)Nc1ccc(Br)cc1C(=O)O,-5,-6,-9,-2.5,2,8,1,-0.8,-13
O=C(NCCSCc1ccccc1)c1ccc(F)cc1,8,-3,-10,-2.6,3,0,1,-2.5,0
Cn1c(O)c(N=NC(=O)CNC(=O)c2ccco2)c2ccccc21,4,0,10,-1.9,5,-4,4,-2.1,1
Brc1cccc(C2CC(c3ccccc3)n3nnnc3N2)c1 (stereo unspecified),4,-3,-5,-2.3,3,30,-9,-3.1,-20
Cc1ccccc1NC(=O)CSc1ccc(-c2ccccn2)nn1,-10,-19,-13,-5.5,-4,16,-7,-2.5,-15
COc1ccc(CN(C(=O)c2oc3cc(C)ccc3c2C)C2CCS(=O)(=O)C2)cc1OC (stereo unspecified),1,-15,11,-4.8,2,-6,0,-2.2,-50
Cc1cc(OCCCC(=O)NNC(=O)c2ccncc2)ccc1Cl,4,1,4,-2.6,10,-6,2,-3.1,-8
CCc1cc(=O)oc2c(C)c(OCC(=O)NCCCn3ccnc3)ccc12,-2,3,-13,-0.1,1,15,-1,23*,12
